Screening results (PubChem BioAssay)
BAZ2B inh: qHTS Assay for Inhibitors of BAZ2B; actives 4.4% (n = 360,000); Bromodomain adjacent to zinc finger domain protein 2B (Homo sapiens), Q9UIF8; AlphaScreen BAZ2B-H3K14Ac peptide displacement; Potency, µM (titrated, usually from 114 µM), for inactives: top-dose activity change, negative = inhibition, actives largely listed as inhibitors; AID 504333, 2011; also: potency is read from the fitted curve at half-maximal effect; % is scaled to controls: 0 for no effect and ±100 for the full control effect; nearly all actives have a fitted effect of over 60% in size
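Protein-peptide AlphaScreen: BAZ2B 50 nM, b-H3K14Ac 50 nM, 1x PBS pH 7.4 + 0.01% Tween-20. Preincubation 30 min RT; cpd 30 min RT (top 110 uM); beads 20 min RT, light-protected.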
PI4K2A block: qHTS for small molecular inhibitors of PI4K2A | purified PI4K2A, ADP-Glo luminescence, 1 h; stronger effect = lower value | activity change, negative = inhibition, % at 76.9 µM | actives 0.13% (n = 420,000); in the data active = activity change below about -50%; inconclusive = mostly about -30% to -49%;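 also: -100% = wells without enzyme as full effect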
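In this quantitative HTS, ADP production by PI4K2A was quantified luminescently after 1 h at ambient temperature; 100 microM adenosine served as plate-quality control.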
GLS inhibitor: qHTS for Inhibitors of Glutaminase (GLS) | Glutaminase kidney isoform, mitochondrial (Homo sapiens), O94925 | GLS enzymatic activity, qHTS titration | Potency, µM (top dose mostly 45.5 µM), for the others: top-dose activity change, negative = inhibition, most hits filed as inhibitors | actives 0.21% (n = 410,000) | AID 624170, 2012; also: potency is read from the fitted curve at half-maximal effect; % is scaled to controls: 0 for no effect and ±100 for the full control effect
Target sequence (O94925 whole entry, looked up, canonical isoform): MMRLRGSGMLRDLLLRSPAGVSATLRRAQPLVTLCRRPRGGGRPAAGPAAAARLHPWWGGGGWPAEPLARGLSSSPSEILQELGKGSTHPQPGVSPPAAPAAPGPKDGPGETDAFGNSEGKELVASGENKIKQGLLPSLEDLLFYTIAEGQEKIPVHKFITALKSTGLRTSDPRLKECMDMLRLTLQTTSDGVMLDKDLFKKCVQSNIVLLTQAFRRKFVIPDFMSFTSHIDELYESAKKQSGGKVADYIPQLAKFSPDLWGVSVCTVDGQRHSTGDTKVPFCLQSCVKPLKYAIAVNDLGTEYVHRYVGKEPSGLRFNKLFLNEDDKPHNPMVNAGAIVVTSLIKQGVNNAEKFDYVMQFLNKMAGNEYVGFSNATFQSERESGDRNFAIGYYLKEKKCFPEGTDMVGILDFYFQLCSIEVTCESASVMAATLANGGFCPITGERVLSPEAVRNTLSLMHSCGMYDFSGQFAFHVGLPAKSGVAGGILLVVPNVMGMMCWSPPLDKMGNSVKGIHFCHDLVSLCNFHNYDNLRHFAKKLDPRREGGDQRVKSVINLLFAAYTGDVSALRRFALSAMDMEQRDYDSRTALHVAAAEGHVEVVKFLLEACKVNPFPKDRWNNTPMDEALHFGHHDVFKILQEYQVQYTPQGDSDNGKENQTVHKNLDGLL
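Glutamate formation by hKGA was monitored fluorometrically using coupled glutamate oxidase, HRP and Amplex Red. Substrate was added as 1 mM L-glutamine solution; incubation was 30 min at RT after an initial read.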
Pol eta inh: qHTS for Inhibitors of Polymerase Eta; DNA polymerase eta (Homo sapiens), Q9Y253; recombinant Pol eta, fluorescent DNA replication assay; Potency, µM (top dose mostly 114 µM), for inactives: at the highest dose activity change, negative = inhibition, actives largely listed as inhibitors; actives 1.2% (n = 390,000); AID 588591, 2011; also: potency is read from the fitted curve at half-maximal effect; % is scaled to controls: 0 for no effect and ±100 for the full control effect
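Pol eta (10 nM) was preincubated with compounds for 15 min at room temperature, after which fluorescent replication substrate (50 nM final) was added to start the reaction. Fluorescence was read kinetically at 0 and 10 min.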
Pin1 inhibitor: qHTS Assay to Find Inhibitors of Pin1; actives 0.009% (n = 390,000); AID 504891, 2011; Pin1 FP peptide displacement, HiFluor488, 10 min; Potency, µM (series often up to 115 µM), inactives show at the highest dose activity, negative = inhibition, hits mostly inhibitors; Peptidyl-prolyl cis-trans isomerase NIMA-interacting 1 (Homo sapiens), Q13526; active = well fitted inhibition curve with a large enough effect in the polarisation, with a control signal flat, not every such curve was filed as active; inconclusive = small, poorly fitted or top-dose-only effect, or effect the other way, or a change in a side signal; inactive = no such curve, though single readings can be large or run the other way; the % refers to the polarisation; also: potency is read from the fitted curve at half-maximal effect; % is scaled to controls: 0 for no effect and ±100 for the full control effect
Target sequence (Q13526 whole entry, looked up): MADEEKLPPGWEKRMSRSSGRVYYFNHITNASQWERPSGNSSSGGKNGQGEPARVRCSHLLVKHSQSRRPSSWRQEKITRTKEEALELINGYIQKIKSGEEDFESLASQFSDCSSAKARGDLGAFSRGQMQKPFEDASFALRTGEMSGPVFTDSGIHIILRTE
JMJD2A Tudor: qHTS Assay for Inhibitors of JMJD2A-Tudor Domain. AlphaScreen JMJD2A-Tudor / H3K4me3 peptide binding. Potency, µM (highest dose often 114 µM), for the others: at the top dose activity change, negative = inhibition, hits mostly inhibitors. AID 504339, 2011. actives 4.4% (n = 390,000). Lysine-specific demethylase 4A (Homo sapiens), O75164; also: potency is read from the fitted curve at half-maximal effect; % is scaled to controls: 0 for no effect and ±100 for the full control effect; nearly all actives have a fitted effect of over 50% in size
HP1b binding inh: HTS for Inhibitors of HP1-beta Chromodomain Interactions with Methylated Histone Tails. Chromobox protein homolog 1 (Homo sapiens), P83916. AlphaScreen HP1-beta / biotin-H3K9me3 peptide binding. Potency, µM (top dose mostly 114 µM), for inactives: at the highest dose activity change, negative = inhibition, most hits filed as inhibitors. actives 0.56% (n = 390,000); also: potency is read from the fitted curve at half-maximal effect; nearly all actives have a fitted effect of over 70% in size; inactives centre near 23
Target sequence (P83916 whole entry, looked up): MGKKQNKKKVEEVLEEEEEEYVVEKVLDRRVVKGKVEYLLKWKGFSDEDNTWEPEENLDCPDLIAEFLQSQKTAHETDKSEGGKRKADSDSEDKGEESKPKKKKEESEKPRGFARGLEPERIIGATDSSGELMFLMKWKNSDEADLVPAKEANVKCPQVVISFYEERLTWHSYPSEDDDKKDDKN
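Compound inhibition of the preformed complex between 50 nM HP1-beta and 50 nM biotinylated H3K9me3 peptide was read by AlphaScreen. Buffer was PBS pH 7.4 with 0.01% Tween-20. Incubations ran 30 min at room temperature, with 10 ug/mL donor/acceptor beads.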
Tb PGK inh: qHTS Assay to Find Inhibitors of Phosphoglycerate Kinase; PGK/GAPDH coupled, Kinase-Glo luminescence, 60 min; Potency, µM (series often up to 57.5 µM), for inactives: at the highest dose activity change, negative = inhibition, most hits filed as inhibitors; actives 0.043% (n = 380,000); AID 602233, 2012; also: potency is read from the fitted curve at half-maximal effect; % is scaled to controls: 0 for no effect and ±100 for the full control effect; nearly all actives have a fitted effect of over 60% in size
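Recombinant glycosomal PGK reaction used 1,3-bisphosphoglycerate generated in-well by GAPDH (100nM final) in 100mM TEA pH 7.6, 5mM MgCl2, 0.01% Tween-20. After 60 minutes at room temperature, ATP was read by Kinase-Glo Plus luminescence end-point.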
G9a inh: qHTS Assay for Inhibitors of Histone Lysine Methyltransferase G9a; Potency, µM (doses to about 102 µM), for the others: at the top dose activity, negative = inhibition, most hits filed as inhibitors; G9a H3K9 monomethylation, AlphaScreen, 2 h; actives 8.8% (n = 350,000); Histone-lysine N-methyltransferase EHMT2 (Homo sapiens), Q96KQ7; also: potency is read from the fitted curve at half-maximal effect; % is scaled to controls: 0 for no effect and ±100 for the full control effect; nearly all actives have a fitted effect of over 75% in size
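Readings reflect AlphaScreen signal from monomethyl-H3K9 antibody detection. HMT at 20 nM; substrate b-H3K9 500 nM; cofactor SAM 20 uM; 2 h RT reaction; compounds tested as titrations in qHTS with 15 min preincubation.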
An asterisk follows results filed as active; i = inactive; ? = inconclusive; · = not tested or not shown; [ ] = remark or other dose. Unless noted, calls follow the shape of the dose curve; as a rule, active = well fitted curve in the direction sought with a large enough effect; inconclusive = small, poorly fitted or top-dose-only effect, or another doubt; inactive = no such curve, though single readings can be large; an effect the other way counts as inactive or inconclusive.

| BAZ2B inh | PI4K2A block | GLS inhibitor | Pol eta inh | Pin1 inhibitor | JMJD2A Tudor | HP1b binding inh | Tb PGK inh | G9a inh | molecule |
| --- | --- | --- | --- | --- | --- | --- | --- | --- | --- |
| -14.8% | -1.7 | 0.6% | -19.8% | 0.6% | -5.0% | 35.8% | i | 22.4% | CN1C(=O)NC(c2cccc(F)c2)C2=C1CC(C)(C)CC2=O (centres undefined) |
| -4.4% | 2.1 | 31.0%[activator] | -14.2% | 4.3% | -16.8% | 2.3% | -19.4% | -31.8% | COc1cc(NC(=S)Nc2ccc(S(=O)(=O)N3CCOCC3)cc2)cc(OC)c1OC |
| 11.3% | 3.8 | 4.0% | -1.9% | 0.9% | -22.5% | 12.8% | -5.4% | 18.8% | Cc1ccc(CNC(=O)Cc2ccc(-n3c(=O)[nH]c4ccsc4c3=O)cc2)cc1 |
| -9.5% | 4.1 | 20.1% | -19.9% | 0.3% | 0.7% | 29.6% | -0.8% | 8.3% | CN(Cc1ccccc1F)C(=O)C(Cc1ccccc1)NC(=O)c1ccccc1 (centres undefined) |
| ? | -4.5 | 37.8%[activator] | 0.8% | -2.1% | -24.7% | -9.7% | -3.7% | -41.0% | C/C(=N\NC(=O)c1cccc(N/N=C(\C)c2ccncc2)c1)c1ccncc1 |
| -26.9% | -2.1 | -10.4% | -10.0% | 0.4% | -22.1% | 44.2%[activator] | -6.2% | 12.6µM* | COc1cc(/C=N/n2c(C)nc3ccccc3c2=O)cc(OC)c1O |
| 1.1% | -1.4 | 2.3% | -16.7% | -7.2% | -3.5% | 16.9% | 3.0% | 3.9% | O=C(C1CC(=O)N(c2ccccc2)C1)N1CCN(c2ccccc2F)CC1 (centres undefined) |
| -20.2% | -3.9 | -2.9% | -3.0% | 0.3% | -27.4% | 19.9% | 6.9% | 79.4µM* | O=C(O)COCc1nc2ccccc2[nH]1 |
| -4.9% | -1.6 | 5.4% | 3.4% | 4.7% | 7.9% | 24.4% | -1.1% | 7.3%[59 µM] | CC(=O)O/N=C(/C)c1ncc(C(F)(F)F)cc1N1CCOCC1 |
| 10.7% | -3.0 | 1.0% | -9.5% | 6.2% | -6.8% | 25.6% | 0.4% | -5.8% | CCOC(=O)N1CCC(NC(=O)COc2cc(=O)n(C)c3ccccc23)CC1 |
| -20.9% | 8.4 | -0.2% | 4.1% | -1.4% | -8.4% | 4.3% | 5.5% | 38.1%[activator][12.7 µM] | Cc1ccccc1Cn1cc(C)c(=O)[nH]c1=O |
| 1.2% | -1.8 | -4.8% | -14.7% | 57.2%[activator] | -11.2% | 20.3% | 9.9% | -12.1%[2.33 µM] | CCN1C(=O)[C@@H]2[C@@H](c3ccc(-c4cccc(Cl)c4)c(OC)c3)N3CCCC[C@@]3(C(=O)OC)[C@@H]2C1=O |
| -30.1% | 0.7 | -6.2% | -22.1% | -3.4% | -17.5% | 24.0% | 3.6% | 11.9% | C/C(=N\NC(=O)C(O)(c1ccccc1)c1ccccc1)c1ccc(C)o1 |
| 7.3% | -13.1 | ? | -13.4% | -4.8% | -18.5% | 3.0% | i | ? | CC(C)CC(C(=O)O)N1C(=O)C2C3CC(C2C1=O)C1C(c2ccccc2)c2sc(=O)[nH]c2SC31 (centres undefined) |
| -4.0% | -6.4 | -25.2% | · | -0.3% | -13.7% | 26.9% | · | 11.3%[59 µM] | COc1ccc(C)cc1NC(=O)Cn1c(=O)cc(C)c2c(C)nn(C)c21 |
| ? | -5.0 | 24.5% | -2.8% | -3.8% | -28.5% | 23.4% | 6.1% | ? | O=C(NC(=S)Nc1ccc(F)cc1)c1ccc2c(c1)OCCO2 |
| · | -9.8 | 6.31µM* | 2.4% | · | · | · | -6.2% | · | CC(=O)Nc1ccc2sn(-c3ccccc3)c(=O)c2c1 |
| ? | 2.0 | -16.7% | -4.3% | -2.5% | -16.6% | 49.4%[activator] | 2.4% | 23.1%[12.7 µM] | CC1(C)CC(=O)C(C2c3ccccc3S(=O)(=O)c3ccccc32)C(=O)C1 |
| · | 3.5 | -11.6% | -4.0% | · | · | · | -0.2% | · | CCCCn1c(N)c(N(C)C(=O)CCCn2c(=O)oc3ccccc32)c(=O)[nH]c1=O |
| 5.2% | -11.8 | -0.5% | -6.3% | -0.6% | -3.1% | 2.9% | · | 2.8% | COc1ccc2cc(C(=O)c3ccccc3)c(=O)oc2c1 |
| · | -4.0 | 30.9%[activator] | -20.8% | 4.4% | -34.8% | 57.4%[activator] | i | · | CCCCNc1c(-c2ccc(OC)c(SC(C)CC)c2)nc2cnccn12 (centres undefined) |
| ? | -3.0 | -1.0% | -13.9% | -5.2% | -3.3% | 27.5% | 7.0% | ? | CC(=O)c1ccc(NC(=O)CSc2nnc(NC(=O)CN3CCOCC3)s2)cc1 |
| · | -2.5 | 5.6% | -14.4% | -3.0% | -4.1% | 8.1%[57 µM] | -7.7% | · | COc1ccc(Cl)cc1C(=O)NNC(=O)CNC(=O)c1ccc(C)s1 |
| -6.8% | -0.8 | -1.0% | -4.1% | 5.5% | -6.0% | 48.8%[activator] | 3.3% | 11.2µM* | S=c1[nH]nc(Cn2nnc3ccccc32)n1-c1ccc(Cl)cc1 |
| 0.0% | -1.4 | 8.7% | -6.9% | -12.7% | -0.7% | 13.6% | 2.0% | 19.9% | Cc1ccc(OCC(=O)NCCNC(=O)c2ccncc2)cc1C |

The closing two compounds of the section before open the next one:
| BAZ2B inh | PI4K2A block | GLS inhibitor | Pol eta inh | Pin1 inhibitor | JMJD2A Tudor | HP1b binding inh | Tb PGK inh | G9a inh | molecule |
| --- | --- | --- | --- | --- | --- | --- | --- | --- | --- |
| -6.8% | -0.8 | -1.0% | -4.1% | 5.5% | -6.0% | 48.8%[activator] | 3.3% | 11.2µM* | S=c1[nH]nc(Cn2nnc3ccccc32)n1-c1ccc(Cl)cc1 |
| 0.0% | -1.4 | 8.7% | -6.9% | -12.7% | -0.7% | 13.6% | 2.0% | 19.9% | Cc1ccc(OCC(=O)NCCNC(=O)c2ccncc2)cc1C |
| ? | 2.0 | -3.8% | -8.9% | -0.3% | -98.2% | -23.9% | -3.2% | ? | Cc1cccc(NCc2n[nH]c(=S)n2-c2ccccc2)c1 |
| -17.0% | -2.1 | 2.2% | -7.0% | ? | -20.4% | 23.2% | 4.9% | 5.1% | COc1cccc(Nc2nc(-c3ccccc3O)nc3ccccc23)c1 |
| -3.3% | 4.7 | -7.1% | -15.5% | -5.3% | -3.6% | 19.0% | -10.4% | 3.1%[59 µM] | O=C(CNC(=O)c1ccccc1F)Nc1ccc2c(c1)CCC2 |
| -0.8% | 2.9 | 5.2% | -13.3% | 1.0% | -2.8% | 40.8%[activator] | i | 20.1%[59 µM] | CN(C)N1C(=O)CC(NNC(=O)c2ccncc2)C1=O (centres undefined) |
| -6.9% | -5.9 | -4.3% | ? | 90.6%[activator] | -22.7% | 15.4% | i | -11.9% | CCn1c(SCc2nc3scc(-c4ccccc4)c3c(=O)[nH]2)nnc1-c1cccs1 |
| -4.2% | -8.9 | 11.8% | 3.9% | -2.7% | -28.9% | 26.6% | -1.2% | -8.2% | CC(=O)OC1COC(N2CCc3cc([N+](=O)[O-])ccc32)C(OC(C)=O)C1OC(C)=O (centres undefined) |
| 5.0% | 2.0 | -0.4% | -4.2% | 5.5% | -26.9% | 46.2% | -5.3% | -35.3%[59 µM] | CC1Cc2ccccc2N1S(=O)(=O)c1ccc2c(c1)n(C)c(=O)c(=O)n2C (centres undefined) |
| 3.3% | 5.8 | 6.7% | -19.0% | -3.4% | -23.8% | 20.3% | -8.9% | 5.4% | CC1=NN(C2=NS(=O)(=O)c3ccccc32)C(C)(O)C1 (centres undefined) |
| 2.2% | 0.8 | 4.3% | -13.9% | -5.5% | 4.6% | 29.5% | -7.6% | -38.0%[59 µM] | Cc1ccccc1CNC(=O)C1CCN(S(=O)(=O)Cc2ccccc2)CC1 |
| -9.6% | -11.3 | -3.5% | -17.5% | 2.4% | -13.7% | 11.7% | -8.0% | 12.1%[59 µM] | Cc1occc1C(=O)Nc1ccc2ccccc2c1 |
| 4.8% | -1.4 | -0.7% | -4.7% | -0.5% | -32.3% | 25.0%[57 µM] | -4.8% | ? | O=C(NCC(c1ccc2c(c1)OCO2)N1CCOCC1)c1ccccc1F (centres undefined) |
| · | 0.8 | -7.9% | -21.6% | 6.9% | -17.3% | 60.9%[activator] | -5.6% | · | COC(=O)[C@]1(Cc2ccccc2)N[C@H](CN(C)C(=O)c2ccc(F)cc2)[C@@H]2C(=O)N(Cc3ccccc3)C(=O)[C@@H]21 |
| · | 5.1 | -3.0% | -11.4% | -5.9% | -25.3% | 13.0% | -2.8% | -36.5% | NC(=O)CSc1cn(Cc2ccccc2)c2ccccc12 |
| -3.0% | 4.9 | 19.1% | -1.5% | 4.3% | -12.6% | 17.3% | 5.1% | -14.5%[12.7 µM] | O=C(CCNS(=O)(=O)c1cccc2nsnc12)NC1CCCc2ccccc21 (centres undefined) |
| 2.7% | 4.0 | -9.5% | -15.1% | 2.4% | -5.2% | 17.9% | 5.9% | ? | COC(=O)c1ccccc1NC(=O)CN(c1ccc(Cl)cc1)S(=O)(=O)c1ccc(OC)cc1 |

These rows are one share of the data, so the mix of outcomes need not match the whole.
